HT1080-NT tox – kills 2HG-producing HT-1080-NT fibrosarcoma cells. Potency, µM (doses to about 46.1 µM), for the others: top-dose activity, negative = less viability, usual class: cytotoxic. HT-1080-NT fibrosarcoma viability, CellTiter-Glo ATP luminescence, 48 h. 1.6% of 360,000 active;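 further: NT is the 2HG producing partner of a matched IDH1 knockdown line; potency means the concentration at half of the fitted maximal effect; 0% = DMSO-treated cells and -100% = media-only wells without cells; nearly all actives have a fitted effect of over 55% in size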
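Toxicity toward the 2HG-producing NT line was scored as %Activity, normalised to DMSO and no-cell wells, from CellTiter-Glo luminescence after 48 hours' treatment.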
S2 tox – viability counter-screen for ATXN expression inhibitors. 0.49% of 400,000 active. Potency, µM (top dose mostly 56.7 µM), usual class: cytotoxic. S2 cells (HEK-293 line with an ATXN2-luciferase reporter) viability, CellTiter-Fluor protease fluorescence, 24 h; further: potency means the concentration at half of the fitted maximal effect; nearly all actives have a fitted effect of over 40% in size
IL1B secr inh – inhibitors of inflammasome signaling (IL-1 beta secretion); 4.7% of 360,000 active; AID 743279; THP-1 LPS/ATP IL-1B secretion, AlphaLISA, 16 h; stronger effect = lower value; activity change, % at 57.5 µM; in the data active means activity change below about -50%; inconclusive means mostly about -30% to -49%; further: on the % scale 0 is the no-effect control and ±100 the full control effect
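THP-1 cells pretreated 1 hr with compounds (up to 57.5 uM final), then stimulated with LPS (250 ng/mL final) plus ATP (1.25 mM final); secreted IL-1B measured by AlphaLISA after 16 hr, decreased signal indicating inhibition.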
ATXN2 expr inh – reduces ATXN2 reporter expression in HEK-293 cells | HEK-293 ATXN2-luciferase reporter, luminescence, 24 h | Potency, µM (highest dose often 57 µM), for inactives: at the highest dose activity change, negative = inhibition, usual class: inhibitors | 0.72% of 360,000 active | AID 1745845; further: potency means the concentration at half of the fitted maximal effect; on the % scale 0 is the no-effect control and ±100 the full control effect; nearly all actives have a fitted effect of over 55% in size
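ATXN2-luciferase reporter cells (luciferase flanked by upstream and downstream ATXN2 gene portions) were treated 24 h at 37 °C with compounds at up to 57 uM. SteadyGlo luminescence gave expression; GF-AFC fluorescence gave viability.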
MCF10A rerep – induces DNA re-replication in MCF 10a normal breast cells | MCF 10A DNA re-replication, Hoechst nuclear intensity, 48 h | Potency, µM (series often up to 46.1 µM), for inactives: top-dose activity, positive = re-replication, usual class: activators | 2.9% of 350,000 active; further: potency means the concentration at half of the fitted maximal effect; % of control where 0% means no effect; nearly all actives have a fitted effect of over 50% in size
KB-3-1 tox – KB-3-1 parental cell cytotoxicity | 1.4% of 400,000 active | AID 1347075 | KB-3-1 viability, CellTiter-Glo ATP luminescence, 72 h | Potency, µM (titrated, usually from 46.1 µM), for the others: top-dose activity change, negative = cytotoxic, usual class: cytotoxic; further: potency means the concentration at half of the fitted maximal effect; on the % scale 0 is the no-effect control and ±100 the full control effect; nearly all actives have a fitted effect of over 60% in size
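Parental KB-3-1 viability, qHTS format: 72 h compound exposure, 37 °C; CellTiter-Glo; media-only wells and DMSO plates as controls; concentration-effect fits on corrected data.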
KB-V1 cytotox – KB-V1 MDR subline cytotoxicity | Potency, µM (series often up to 46.1 µM), for inactives: at the highest dose activity change, negative = cytotoxicity, most hits filed as cytotoxic | AID 1347076 | KB-V1 MDR cells viability, CellTiter-Glo, 72 h | 3.4% of 400,000 active; further: potency means the concentration at half of the fitted maximal effect; on the % scale 0 is the no-effect control and ±100 the full control effect; nearly all actives have a fitted effect of over 60% in size
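Drug-selected KB-V1 cells, grown in DMEM lacking phenol red with 10% FBS, receive compound titrations; after three days at 37 degrees C, surviving cell ATP is quantified by CellTiter-Glo luminescence and responses normalized and curve-fitted.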
HT1080 IDH1KD tx – kills HT-1080 cells with IDH1 knockdown. HT-1080 IDH1 knockdown viability, ATP luminescence, 48 h. Potency, µM (highest dose often 46.1 µM), for the others: at the top dose activity, negative = toxicity, usual class: cytotoxic. 2% of 360,000 active. AID 686971;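 further: potency means the concentration at half of the fitted maximal effect; 0% = DMSO wells and -100% = cell-free medium wells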
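Viability of IDH1-knockdown HT-1080 fibrosarcoma cells was assessed by CellTiter-Glo after 48 h at 37 °C with titrated compound; concentration-effect curves were classified by fit quality and response size.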
SW480 rereplic – inducers of DNA re-replication in SW480 colon cancer cells; SW480 DNA re-replication, Hoechst DNA content imaging, 48 h; Potency, µM (series often up to 46.1 µM), without a hit: top-dose re-replication activation, usual class: activators; 1.8% of 340,000 active; AID 624297; further: potency means the concentration at half of the fitted maximal effect; % of control where 0% means no effect; nearly all actives have a fitted effect of over 55% in size
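Hoechst fluorescence of nuclei (405 nm excitation, 500-530 nm emission) measured by plate-scanning imager after 48 hr compound exposure at 37 C; re-replication scored as increased number of nuclei with elevated intensity.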
* = called active by the depositor; i = inactive; ? = inconclusive; nt = no result given; & = joins results of further samples; [ ] = remark or other dose. Unless noted, the call rests on the fitted dose curve; in most records, active means well fitted curve in the direction sought with a large enough effect; inconclusive means small, poorly fitted or top-dose-only effect, or another doubt; inactive means no such curve, though single readings can be large; an effect the other way counts as inactive or inconclusive.

SMILES	HT1080-NT tox	S2 tox	IL1B secr inh	ATXN2 expr inh	MCF10A rerep	KB-3-1 tox	KB-V1 cytotox	HT1080 IDH1KD tx	SW480 rereplic
OCC[C@@H]1C[C@H](O)[C@@H](O)[C@]2(OCc3ccc4ccccc4c32)O1	1%	i	36	11%	nt	4%	-1%	1%	nt
COc1ccc(CN2CCN(C(=O)c3ccc4c(c3)CCC4)CC2)cc1OC	0%	i	-17	-7%	17%	-2%	-19%	8%	-1%
CN(C(=O)CSc1nnc(Cc2ccccc2F)n1N)C1CCCCC1	12%	i	-10	50%[activator]	1%	-22%	4%	20%	2%
C/C(Cn1cnc([N+](=O)[O-])n1)=N\NC(=O)c1ccc(F)cc1	10%	i	0	6%	4%	9%	0%	2%	-9%
O=C(CCS(=O)(=O)c1ccc(F)cc1)Nc1nnc(-c2ccco2)o1	-1%	i	-20	11%	?	1%	21%	2%	18µM*
CS(=O)(=O)N1CCN(CCN2C(=O)c3cccc4cccc(c34)C2=O)CC1	25%	i	-12	-26%	17%	10%	-1%	27%	15%
Cc1cccc(C)c1NC(=O)C1(C)CN(S(C)(=O)=O)CC(=O)N1Cc1ccc2c(c1)OCO2 (configuration not stated)	-2%	nt	1	nt	nt	2%	-12%	11%	nt
COCCN1Cc2cccc(C(=O)Nc3c(C)cc(C)cc3C)c2C1=O	-6%	i	20	-6%	-1%	0%	-15%	1%	?
CCOc1cc(CN2CCOCC2)cc(C(C)=O)c1	16%	i	9	-9%	1%	-11%	-6%	-1%	-9%
CCCC(=O)NCCc1nc2ccccc2n1Cc1c(F)cccc1Cl	nt	?	nt	-17%	nt	0%	-13%	nt	nt
COc1cccc(COc2ccc3c(C)cc(=O)oc3c2)c1	-15%	i	-29	101%[activator]	15%	4%	?	-20%	0%
CCCn1cc(CN2CCC(N3CCC(C(=O)N4CCOCC4)CC3)CC2)c(C)n1	14%	i	0	-5%	-17%	-1%	-1%	4%	-2%
CCS(=O)(=O)N1CCN(C(=O)CCC2CCCC2)CC1	-3%	i	-12	-2%	-13%	-6%	?	13%	-6%
O=C(Nc1cccnc1)c1cc(-c2ccc(Br)cc2)on1	?	i	-8	48%[activator]	-1%	8%	12%	4%	7%
Cc1ccc(Cl)cc1N1CCN(S(=O)(=O)c2cnc[nH]2)CC1	5%	i	-3	-7%	4%	-4%	0%	-6%	-8%
C=CCNC(=O)NC(=O)COC(=O)[C@H](C)NS(=O)(=O)c1c(C)c(C)cc(C)c1C	0%	i	4	nt	-1%	9%	3%	5%	-10%
COc1ccccc1C(=O)Nc1nnc(-c2ccc3c(c2)CCCC3)o1	-17%	i	-63*	5%	12%	0%	?	-16%	-13%
CN(c1ccccc1)c1nc(N)c([N+](=O)[O-])c(Nc2ccc(F)cc2)n1	-1%	i	15	nt	2%	11%	25%	-8%	3%
O=C(NCC1CCCN1S(=O)(=O)c1ccccc1)C(=O)NC1CC1 (configuration not stated)	6%	i	5	3%	-4%	11%	-17%	3%	3%
O=C(COC(=O)Cc1ccc(Cl)cc1)NCCc1ccccc1	-5%[9.24 µM]	i	-2	7%	7%	-2%	17%	1%	11%
O=C(CCN1C(=O)c2ccccc2C1=O)Nc1ccc(F)cc1	23%	i	-16	-3%	3%	-5%	2%	12%	1%
COc1ccc(C(CNCC(O)COc2c(C)ccc(C)c2C)N(C)C)cc1 (configuration not stated)	-19%	i	-8	nt	17%	?	-10%	-10%	18%
Cn1c(=O)c2cc(S(=O)(=O)NCCC(=O)Nc3ccccc3F)ccc2n(C)c1=O	8%	i	16	3%	4%	3%	3%	2%	-5%
CCOC(=O)c1c(S(=O)(=O)NCC2CCN(CCc3cccs3)CC2)c(C)n(C)c1C	-9%	?	-8	-24%	-31%[inhibitor]	-42%	14%	-11%	0%
O=C(O)CC/C(=C\c1cccc(NC(=O)c2ccccc2Cl)c1)c1nc2ccccc2s1	-5%	i	17	-42%	?	28%	-5%	2%	-9%
Cn1nccc1NC(=O)COCC(=O)O	8%	i	18	8%	0%	0%	10%	16%	-53%[inhibitor]
Cc1onc(-c2ccccc2)c1C(=O)NC(CC(=O)O)c1ccc(OC(C)C)cc1 (configuration not stated)	6%	?	25	1%	-1%	10%	-15%	4%	-7%
COc1ccccc1NC(=O)CC1Nc2ccccc2NC1=O (configuration not stated)	-15%	i	18	-3%	-1%	19%	?	-10%	1%
C/C(=N/NC(=O)CNC(=O)COc1ccccc1)c1ccc(Cl)cc1	9%	i	1	8%	0%	14%	9%	-6%	-1%
O=[N+]([O-])c1ccccc1S(=O)(=O)N1CCCc2ccccc21	-23%	i	0	0%	?	-10%	2%	-10%	?
Cc1cc(=O)oc(C)c1C(=O)OCC(=O)c1ccc(Br)cc1	-3%	i	0	16%	26%	-8%	-9%	-3%	6%
C[C@H]1CN([C@@H](C)CO)S(=O)(=O)c2ccc(Br)cc2O[C@H]1CN(C)C(=O)c1cnccn1	1%	i	7	1%	nt	-2%	-3%	2%	nt
Cc1cc(C)nc(-n2nc(C)cc2Nc2ccccc2)n1	-20%	?	0	-22%	2%	?	?	-15%	-2%
O=C(NCc1cccs1)c1ccc(CSc2nc3ccncc3n2Cc2ccccc2)cc1	nt	?	nt	9%	nt	-1%	?	nt	nt
Cc1ccc2c(c1)C(=O)CC1(CCC(C(C)(C)C)CC1)O2 (configuration not stated)	2%	i	16	2%	-26%	25%	11%	7%	-10%
CC(C)C[C@H](NC(=O)c1nc[nH]c1C(=O)N[C@@H](CCCCNC(=O)OC(C)(C)C)C(=O)OC(C)(C)C)C(=O)OCc1ccccc1	?	?	-19	-24%	?	?	-26%	0%	?
COc1cccc(-n2c(C)nc3c(cnn3-c3ccc(C)cc3)c2=O)c1	-13%	i	-19	-20%	0%	-8%	0%	?	3%
CN1C2Cc3c(n(C)c4ccccc34)C1CC=C2CO (configuration not stated)	-18%	i	38	8%	-12%	2%	0%	0%	-3%
COc1ccccc1C(=O)Nc1cc(-c2ccc(C)cc2)no1	-10%	i	?	61%[activator]	-2%	0%&-10%	0%&0%	-9%	-6%
COc1ccc(C2=NN(CC(=O)Nc3ccccc3C)C(=O)CC2)cc1	-1%	i	6	38%[activator]	-4%	-4%	3%	-2%	5%

Profiles, quoted from the list. Order of screens: HT1080-NT tox, S2 tox, IL1B secr inh, ATXN2 expr inh, MCF10A rerep, KB-3-1 tox, KB-V1 cytotox, HT1080 IDH1KD tx, SW480 rereplic
Shown for `CC(C)C[C@H](NC(=O)c1nc[nH]c1C(=O)N[C@@H](CCCCNC(=O)OC(C)(C)C)C(=O)OC(C)(C)C)C(=O)OCc1ccccc1` = ?, ?, -19, -24%, ?, ?, -26%, 0%, ?
Shown for `Cc1cc(=O)oc(C)c1C(=O)OCC(=O)c1ccc(Br)cc1` = -3%, i, 0, 16%, 26%, -8%, -9%, -3%, 6%

Further results.
SMILES	HT1080-NT tox	S2 tox	IL1B secr inh	ATXN2 expr inh	MCF10A rerep	KB-3-1 tox	KB-V1 cytotox	HT1080 IDH1KD tx	SW480 rereplic
CCCCCCCCC(=O)N1C(C)CCC1C (configuration not stated)	4%	i	13	nt	nt	?	10%	5%	nt
COC(=O)c1ccc(-c2ccc([C@H]3[C@H]4C=CC[C@@H](C)[C@@H]4C(=O)N3Cc3ccccc3)c(F)c2)cc1	?	i	38	-9%	?	-16%	0%	?	?
CCOC(=O)C1(Cc2cccc(OC)c2)CCN(CCO)CC1	6%	?	0	-31%	6%	-6%	-5%	4%	-1%
CCOC(=O)c1c2n(c3ccc(O)cc13)CCC2	20%	?	-1	0%	-11%	17%	-3%	22%	-7%
Cc1cc(=O)[nH]c(SCn2nnc3ccccc3c2=O)n1	5%	?	-10	17%	0%	24%	?	4%	-4%
COc1ccc(S(=O)(=O)N2CCN(C(=O)c3ccco3)CC2)cc1C(C)(C)C	-11%	i	-4	-19%	14%	4%	0%	-4%	3%
O=C(C1CCC1)N1CCc2cc(S(=O)(=O)Nc3ccc4c(c3)OCCO4)ccc21	-9%	?	?	-19%	3%	-12%	?	?	-3%
CCOc1ccc(C(=O)c2cn(CC(=O)Nc3cccc(OC)c3)c3cc4c(cc3c2=O)OCCO4)cc1	nt	i	nt	9%	nt	?	-8%	nt	nt
CC(=O)c1ccc(NC(=S)N2CCN(C(=S)Nc3ccc(C(C)=O)cc3)C(C)C2)cc1 (configuration not stated)	1%	i	-14	-14%	-2%	-3%	-2%	-3%	0%
O=S1(=O)NC(=NCCOCCO)c2ccccc21	13%	i	9	-2%	1%	-4%	0%	2%	-4%
CC(C)COC(=O)c1ccccc1OC(=O)c1ccncc1	-15%	i	0	-9%[11.3 µM]	9%	9%	1%	-1%	2%
COc1ccccc1CNC(=O)CSc1nc(=O)n(Cc2ccncc2)c2c1CCC2	-3%	i	15	-1%	4%	?	1%	-1%	0%
Cc1cc(C(=O)N2CCc3ccccc32)c2ccccc2n1	-2%	i	56	-4%	4%	0%	-31%	2%	-1%
O=C(NCCc1nccs1)C1CCC(=O)N(Cc2cccc(C(F)(F)F)c2)C1 (configuration not stated)	3%	?	4	-7%	0%	nt	nt	3%	1%
Cc1ccc(S(=O)(=O)CCC(=O)OCC(=O)c2cc(C)ccc2C)cc1	3%	i	11	8%	1%	4%	5%	1%	0%
Cc1cccc(N2CCN(c3nc4ccccc4c4nc(-c5cccnc5)nn34)CC2)c1C	nt	i	nt	5%	nt	4%	?	nt	nt
Cc1ccc(/C=N/NC(=O)CSc2nc3ccccc3c(=O)n2-c2ccccc2C)s1	-9%	?	-9	-19%	-35%[inhibitor]	?	10µM*	-2%	0.52µM*
COC(=O)C1=NN(C(=O)c2cccc(Cl)c2)C(O)(C(C)(C)C)C1 (configuration not stated)	11%	i	44	3%	?	5%	-14%	14%	-12%
COC(=O)c1ccc2nc(C(C)(C)C)c(Cc3ccc(OC)cc3C)n2c1	-22%	i	16	10%	nt	0%	7%	-14%	nt

From PubChem BioAssay
